Assay outcomes: PubChem, several laboratories
Hck-Nef inh: blocks Nef-activated human Hck kinase. P08631. Recombinant Hck-YEEI plus Nef, Z-Lyte FRET kinase assay. inhibition, % at 20 µM. hit rate 0.68% among 220,000;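 active = Hck-Nef kinase inhibition above about 50%, limit read from the data; inactive = inhibition below that limit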;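 note: 0% = DMSO with Hck plus Nef and 100% = Hck alone without Nef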
PERK inhibitor: human PERK inhibition, primary cell-based screen; Q9NZJ5; CHO PERK-DD fusion, SEAP luminescence translation reporter; inhibition, % at 5.6 µM; hit rate 0.17% among 220,000;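 active = inhibition above the mean inhibition of all tested compounds plus 3 SD, set separately per screening campaign, cut at about 2.9% in these data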;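 note: PERK kinase domain activated by AP20187 dimerizer at 100 nM; 0% = DMSO with dimerizer and 100% = rapamycin at 8.4 µM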
Target sequence (Q9NZJ5 whole entry, looked up, the tested form may be a part): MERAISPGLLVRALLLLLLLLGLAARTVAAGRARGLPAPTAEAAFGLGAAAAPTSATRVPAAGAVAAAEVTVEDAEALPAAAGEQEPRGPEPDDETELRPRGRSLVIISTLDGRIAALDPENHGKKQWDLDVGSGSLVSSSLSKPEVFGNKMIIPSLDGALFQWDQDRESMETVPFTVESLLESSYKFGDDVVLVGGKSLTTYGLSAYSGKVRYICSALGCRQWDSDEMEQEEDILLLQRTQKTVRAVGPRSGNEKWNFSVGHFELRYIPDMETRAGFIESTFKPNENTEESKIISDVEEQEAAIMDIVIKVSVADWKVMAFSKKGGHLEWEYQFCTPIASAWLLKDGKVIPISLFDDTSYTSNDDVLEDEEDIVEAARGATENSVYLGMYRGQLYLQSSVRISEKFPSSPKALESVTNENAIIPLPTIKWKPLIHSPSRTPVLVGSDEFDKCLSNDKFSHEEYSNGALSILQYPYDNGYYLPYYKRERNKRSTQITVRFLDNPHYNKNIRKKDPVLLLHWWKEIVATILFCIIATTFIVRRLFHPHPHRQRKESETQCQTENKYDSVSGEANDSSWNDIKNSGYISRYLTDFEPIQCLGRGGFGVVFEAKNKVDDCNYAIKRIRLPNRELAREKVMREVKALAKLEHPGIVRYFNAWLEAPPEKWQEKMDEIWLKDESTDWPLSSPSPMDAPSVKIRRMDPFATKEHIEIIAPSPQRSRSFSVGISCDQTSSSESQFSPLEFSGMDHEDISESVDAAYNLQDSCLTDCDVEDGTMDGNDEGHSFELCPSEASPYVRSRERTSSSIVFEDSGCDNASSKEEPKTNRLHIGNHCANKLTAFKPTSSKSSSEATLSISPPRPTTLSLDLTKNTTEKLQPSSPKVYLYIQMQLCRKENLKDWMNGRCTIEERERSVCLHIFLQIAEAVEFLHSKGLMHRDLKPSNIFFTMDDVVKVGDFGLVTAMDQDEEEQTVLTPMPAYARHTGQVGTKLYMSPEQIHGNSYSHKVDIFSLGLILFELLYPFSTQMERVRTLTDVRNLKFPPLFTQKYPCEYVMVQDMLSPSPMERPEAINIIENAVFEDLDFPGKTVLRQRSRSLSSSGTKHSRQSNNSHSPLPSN
EP2 modulator: modulators of human EP2 prostaglandin E2 receptor. hit rate 0.83% among 260,000. EP2-expressing cells, cAMP HTRF FRET, PGE2 co-stimulation. induction, % at 25 µM;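 active = compounds whose cAMP rise, as percent of the full-agonist control response, exceeds 60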;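 note: rat C6 glioma line stably carrying human EP2 under a CMV promoter; the protocol text gives 20 µM as final concentration; 100% = response of wells given 1 µM PGE2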
TNF death inh: inhibitors of TNF-alpha induced necroptosis in Jurkat FADD-/- cells; AID 463075; activation (protection from cell death), % at 10 µM; Jurkat FADD-/- TNF necroptosis rescue, ATP luminescence, 24 h; 0 = TNF only, 100 = no-TNF cells; hit rate 0.068% among 220,000;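 active = activation, meaning protection from cell death, of at least 50% relative to plate controls; inactive = activation below 50%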;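 note: necroptosis triggered by 40 ng/mL TNF-alpha added together with compound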
PGE2 EP2 inh: EP2 receptor (human) inhibition. inhibition, % at 25 µM. hit rate 0.52% among 260,000. C6 glioma cells expressing human EP2, cAMP TR-FRET; cells stimulated with saturating PGE2. P43116;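 active = percent inhibition above 40 after rounding to a whole number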;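 note: rat C6 glioma host cells with rolipram phosphodiesterase inhibitor present; the protocol text gives 20 µM as final concentration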
Runt-CBFb FRET: blocks binding of human RUNX1 Runt domain to CBFb | inhibition, % at 20 µM | Q01196+Q13951 | hit rate 0.46% among 220,000 | Cerulean-Runt/Venus-CBFb FRET ratio 530/480, 1 h;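 active = inhibition over about 50% at 20 µM in the single-dose screen, limit read from the data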;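 note: 0% = DMSO wells and 100% = excess unlabeled CBFb competitor control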
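Buffer or medium: Tris pH 7.5 buffer with BSA. Assay system: Cerulean-labeled Runt domain protein. Amount: each fluorescent fusion protein 100 nM. Read-out basis: loss of energy transfer signal. Incubation: 1 h compound exposure, room temperature. Probe or stimulus: Venus-CBFb binding partner, 100 nM. Detection: FRET, excitation 422 nm, emission at 530 and 480 nm.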
L929 necroptosis: L929 zVAD cell death inhibition; L929 zVAD necroptosis rescue, ATP luminescence, 24 h; with zVAD 60 µM; viability rescue, % at 10 µM; hit rate 0.38% among 220,000; AID 1377;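 active = activation, scaled between plate controls, above about 75%, limit read from the data; inactive = activation under that limit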;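 note: 0% = zVAD with DMSO and 100% = DMSO alone without zVAD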
Runt-SMMHC FRET: blocks binding of human RUNX1 Runt domain to CBFb-SMMHC; inhibition, % at 20 µM; Q01196+Q13951; Cerulean-Runt/Venus-CBFb-SMMHC FRET ratio 530/480, 1 h; hit rate 0.74% among 220,000; AID 1434;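 active = mean inhibition across duplicate retests at 20 µM reaching about 50%, limit read from the data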;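 note: 0% = DMSO wells and 100% = wells with excess untagged CBFb-SMMHC; inhibitors lower the FRET ratio by blocking Runt binding to CBFb-SMMHC; some results filed as inactive read as strong as hits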
RBBP9 inh: human RBBP9 hydrolase inhibition | O75884 | recombinant RBBP9, FP-Rh probe fluorescence polarization | inhibition, % at 7.94 µM | hit rate 0.2% among 220,000 | AID 1515;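 active = inhibition above the campaign mean of all tested compounds plus 3 SD, cut at about 14% in these data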;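 note: plate controls were DMSO wells with RBBP9 for no effect and wells lacking RBBP9 protein for full effect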
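Material: RBBP9 protein. Amount: RBBP9 at 2.5 µM in dispensed solution, before mixing. Schedule: 30 min then 45 min, 25 °C. Medium: Tris buffer pH 8.0, NaCl, Pluronic. Measured by: fluorescence polarization. Measure: percent inhibition from mP, scaled between DMSO and no-protein wells. Replication: one well per compound.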
* = called active by the depositor; . = not tested or not shown; & = joins results of further samples.

Molecule,Hck-Nef inh,PGE2 EP2 inh,EP2 modulator,RBBP9 inh,Runt-SMMHC FRET,TNF death inh,Runt-CBFb FRET,PERK inhibitor,L929 necroptosis
CCOc1cc(C(N)=O)cc(Br)c1OCc1ccccc1,-10,12,46,-6,1,-3.6,-2,1.2,-1.5
COC(=O)C1=C(NC(=O)CCCCl)CCS1,3,5,6,3,-2,0.3,-4,0.6,0.9
OCCN(CCO)c1nc2ccccc2[nH]1,-2,5,5,8,-6,2.1,-1,1.6,0.0
Cn1cccc1CC(=O)NNC(=O)Nc1ccc(Cl)cc1,3,7,30,-1,-5,3.5,1,0.4,.
O=C(OCc1ccccc1)c1cccc(-c2nnn(Cc3ccccc3)n2)c1,-21,17,48,-11,-4,0.6,-3,0.4,-0.5
O=C(NCc1ccccc1)c1n[nH]nc1-c1ccccc1O,-3,8,18,-7,-1,1.7,0,1.2,0.4
CCOC(=O)N/N=C(\C)c1ccc(OC(F)F)cc1OC(F)F,-1,9,12,-4,3,1.7,2,0.1,0.8
COc1ccc(C2CC(O)(C(C)(C)O)NO2)cc1 (stereo not given),0,28,23,-4,2,-0.3,2,-0.9,-0.5
NC(=O)C1(N2CCCCC2)CCN(C(=O)CSc2nc3ccccc3s2)CC1,-5,.,-2,-9,1,0.3,-3,-0.4,.
CCCN(CC(=O)Nc1ccccc1OC)C(=O)c1cc2ccccc2o1,-17,3,26,5,-1,0.2,0,1.5,0.4
O=C(/C=C/Nc1cccc([N+](=O)[O-])c1)c1cccs1,-13,8,-55,-11,-5,-9.0,0,-0.5,0.4
CCOC(=O)C[N+]1(C)CCN(C(C)=O)CC1,21,4,-15,-3,2,0.7,-2,1.2,-0.3
CCC(=O)Nc1ccc(C(=O)Nc2cccnc2)cc1,0,9,0,-1,-1,-1.3,2,0.8,0.2
CCCn1nnc(NC(=O)COc2ccc(Cl)cc2)n1,0,16,22,-8,-1,0.8,-2,0.0,0.2
COc1ccccc1NC(=O)N(CCN1CCCC1)Cc1cc2cc(C)ccc2[nH]c1=O,14,15,.,-4,.,-0.2,.,-1.0,-1.0
Cc1ccc(S(=O)(=O)N2CCC(=O)N(CCOCc3ccc(Cl)cc3)CC2)cc1,-6,10,7,-6,-1,-1.5,-8,-1.0,-0.3
COc1ccc(C(=O)OCC(=O)NCC2CCCO2)cc1 (stereo not given),12,6,-5,2,0,1.5,1,0.6,1.8
COc1ccc(OC)c(-n2c(C)cc(C=O)c2C)c1,16,7,20,-5,-2,-0.4,-1,1.6,0.2
Cc1cccc(N(CC(=O)NCc2ccc3c(c2)OCO3)C(=O)CCC(=O)Nc2ccccn2)c1C,2,13,-18,-5,3,-7.7,1,-1.4,-0.5
[O-][N+]12CCN(CC1)c1ccccc12,2,6,44,-6,1,-3.2,1,1.4,0.0
O=C(O)c1cc(S(=O)(=O)N2CCN(c3ccccn3)CC2)ccc1Cl,12,4,6,-6,2,1.4,2,0.4,1.1
O=C(Nc1ccccc1)C1=C[C@@H](c2csc3ccccc23)C[C@@H](OCc2ccc(CO)cc2)O1,-5,6,-18,-29,-1,2.4,-2,1.2,1.2
CNCCC=C1c2ccccc2CCc2ccccc21,-1,12&10&12&7,18&-26&-12&8,-10,2,-3.4,-1,-1.7,39
N=c1c2c(ncn1CCCO)Oc1ccc3ccccc3c1C2c1ccccc1 (stereo not given),16,10,-37,-17,-1,-4.6,0,-2.3,0.6
CC(=O)c1sc(N/N=C\c2ccc(Br)cc2)nc1C,0,4,-23,-10,-50,1.5,-24,-0.5,0.9
O=C(CCn1cnc2ccccc21)N/N=C/C=C/c1ccccc1,30,6,-18,6,3,0.1,1,0.4,0.0
O=C(CC(c1ccccc1)c1ccco1)Nc1nccs1 (stereo not given),47,9,36,-9,2,-1.0,2,-1.0,.
O=C(O)c1ccc(CNC(=O)c2ccc(C(F)(F)F)cc2)cc1,9,8,0,-12,3,0.1,-2,-0.2,0.0
COc1ccc2c(COC(=O)CNC(=O)C34CC5CC(CC(C5)C3)C4)cc(=O)oc2c1,2,7,-1,-5,-4,1.6,-11,-0.5,0.8
COc1ccc(S(=O)(=O)N2CCC(C(=O)NCCC3=CCCCC3)CC2)cc1OC,-1,7,-20,-3,1,-0.2,2,-0.7,3.2

Laid out differently: results already given
The line under a structure holds: Hck-Nef inh	PGE2 EP2 inh	EP2 modulator	RBBP9 inh	Runt-SMMHC FRET	TNF death inh	Runt-CBFb FRET	PERK inhibitor	L929 necroptosis
COc1ccccc1NC(=O)N(CCN1CCCC1)Cc1cc2cc(C)ccc2[nH]c1=O
 : 14	15	.	-4	.	-0.2	.	-1.0	-1.0
Cc1ccc(S(=O)(=O)N2CCC(=O)N(CCOCc3ccc(Cl)cc3)CC2)cc1
 : -6	10	7	-6	-1	-1.5	-8	-1.0	-0.3
COc1ccc(C(=O)OCC(=O)NCC2CCCO2)cc1 (stereo not given)
 : 12	6	-5	2	0	1.5	1	0.6	1.8
COc1ccc(OC)c(-n2c(C)cc(C=O)c2C)c1
 : 16	7	20	-5	-2	-0.4	-1	1.6	0.2
Cc1cccc(N(CC(=O)NCc2ccc3c(c2)OCO3)C(=O)CCC(=O)Nc2ccccn2)c1C
 : 2	13	-18	-5	3	-7.7	1	-1.4	-0.5
[O-][N+]12CCN(CC1)c1ccccc12
 : 2	6	44	-6	1	-3.2	1	1.4	0.0
O=C(O)c1cc(S(=O)(=O)N2CCN(c3ccccn3)CC2)ccc1Cl
 : 12	4	6	-6	2	1.4	2	0.4	1.1
O=C(Nc1ccccc1)C1=C[C@@H](c2csc3ccccc23)C[C@@H](OCc2ccc(CO)cc2)O1
 : -5	6	-18	-29	-1	2.4	-2	1.2	1.2
CNCCC=C1c2ccccc2CCc2ccccc21
 : -1	12&10&12&7	18&-26&-12&8	-10	2	-3.4	-1	-1.7	39
N=c1c2c(ncn1CCCO)Oc1ccc3ccccc3c1C2c1ccccc1 (stereo not given)
 : 16	10	-37	-17	-1	-4.6	0	-2.3	0.6
CC(=O)c1sc(N/N=C\c2ccc(Br)cc2)nc1C
 : 0	4	-23	-10	-50	1.5	-24	-0.5	0.9
O=C(CCn1cnc2ccccc21)N/N=C/C=C/c1ccccc1
 : 30	6	-18	6	3	0.1	1	0.4	0.0
O=C(CC(c1ccccc1)c1ccco1)Nc1nccs1 (stereo not given)
 : 47	9	36	-9	2	-1.0	2	-1.0	.

(cont.)
Molecule,Hck-Nef inh,PGE2 EP2 inh,EP2 modulator,RBBP9 inh,Runt-SMMHC FRET,TNF death inh,Runt-CBFb FRET,PERK inhibitor,L929 necroptosis
O=C(O)/C(=C\c1ccccc1Cl)c1ccc(S(=O)(=O)N2CCCCC2)s1,2,3,13,-12,-5,0.5,0,1.0,3.5
O=C(NCc1cccnc1)C(=O)NC1CCCCC1,18,8,9,0,-1,0.1,0,1.8,0.1
CC(C)c1ccc(NC(=S)NC2CCN(Cc3ccccc3)CC2)cc1,3,2,-29,-8,-3,-5.4,-1,-1.0,0.7
C=CCN1C(=O)C(O)(CC(=O)c2c(C)n[nH]c2C)c2cc(Br)ccc21 (stereo not given),-1,15,0,-3,1,-0.5,0,0.4,0.6
COc1ccc(CCNC(=S)Nc2ccc(C(C)C)cc2)cc1,11,5,-30,-6,4,-15,-1,0.1,0.1
O=C(Nc1cccc(F)c1)N1C2CCC1CC(O)(c1cccnc1)C2 (stereo not given),25,5,-28,-6,-3,1.7,-1,0.6,0.7
C[C@@H]1C=C(C(=O)NCc2ccccc2)O[C@H](OCc2ccc(CO)cc2)C1,-8,5,21,4,-1,0.6,0,0.6,0.2
O=C(O)c1ccc(N/N=C/c2ccc(OC(=O)c3ccccc3Cl)cc2)cc1,8,9,40,4,-2,1.3,-13,1.7,-0.6
N#CCSc1nc2c(sc(=S)n2Cc2ccco2)c(=O)n1-c1ccc(F)cc1,0,7,31,-6,16,1.0,32,-1.4,12
Cc1cccc(C(=O)Nc2nnc(-c3ccc(C(C)(C)C)cc3)s2)c1,0,11,22,4,-108,-0.9,-1,1.6,0.9
CN1CCN(NC(=O)CN2C(=O)/C(=C/c3ccccc3F)SC2=S)CC1,1,5,7,-8,7,3.5,2,1.1,4.1
COc1ccc(-c2c3c(=O)n(C)c(=O)n(C)c3cn2-c2ccccc2O)cc1,-4,12,41,-1,1,-0.7,11,-0.3,-0.7
CSc1nnc(-c2ccccc2)o1,4,12,33,4,5,0.0,-2,-0.4,0.0
Nc1nc(NCCN2CCOCC2)nc(NCc2ccccc2)c1[N+](=O)[O-],3,9,13,-5,4,1.7,1,-0.7,0.2

Looked up by structure from the list above, 2 records:
Molecule,Hck-Nef inh,PGE2 EP2 inh,EP2 modulator,RBBP9 inh,Runt-SMMHC FRET,TNF death inh,Runt-CBFb FRET,PERK inhibitor,L929 necroptosis
CCOC(=O)C[N+]1(C)CCN(C(C)=O)CC1,21,4,-15,-3,2,0.7,-2,1.2,-0.3
CCC(=O)Nc1ccc(C(=O)Nc2cccnc2)cc1,0,9,0,-1,-1,-1.3,2,0.8,0.2

This is a subset; count on the stated rates, not on these rows.
